SENP6 block: blocks the human protease SENP6; inhibition, % at 10 µM; AID 2599; Recombinant SENP6 catalytic domain, aminoluciferin luminescence; 330,000 compounds, 1.8% hits; Q9GZR1;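 active means inhibition above about 50% at the single tested dose, limit read from the data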;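 further: plate controls were DMSO wells with enzyme for no effect and DMSO wells lacking enzyme for full effect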
Target sequence (Q9GZR1 628-1112 limits assumed): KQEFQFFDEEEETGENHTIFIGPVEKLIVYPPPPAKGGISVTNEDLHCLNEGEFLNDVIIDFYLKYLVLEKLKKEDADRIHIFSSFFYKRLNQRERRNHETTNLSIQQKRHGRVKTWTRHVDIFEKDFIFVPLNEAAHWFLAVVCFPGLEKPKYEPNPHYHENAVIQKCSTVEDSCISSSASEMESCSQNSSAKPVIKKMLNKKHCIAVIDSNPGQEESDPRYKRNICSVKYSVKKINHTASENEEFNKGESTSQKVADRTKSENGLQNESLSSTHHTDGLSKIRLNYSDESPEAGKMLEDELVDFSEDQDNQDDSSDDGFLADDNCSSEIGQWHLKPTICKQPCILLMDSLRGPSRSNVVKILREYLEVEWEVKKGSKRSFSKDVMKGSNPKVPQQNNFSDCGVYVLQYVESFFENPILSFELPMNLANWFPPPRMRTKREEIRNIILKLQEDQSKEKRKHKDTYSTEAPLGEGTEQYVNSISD
Apaf1 inhib: human Apaf-1 inhibition. inhibition, % at 20 µM. AID 489030. reconstituted apoptosome caspase-3 activity, DEVD-Rh110 fluorescence. 330,000 compounds, 0.71% hits. O14727; active means inhibition of at least 40% at 20 µM;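 further: plate controls were DMSO wells for no effect and DEVD-CHO caspase inhibitor wells for full effect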
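System – cell-free apoptosome with Apaf-1, procaspase-3 and caspase-9 · Buffer or medium – pH 7.5 Hepes buffer with CHAPS, BSA, DTT · Also added – cytochrome c with DEVD-Rh110 · Times – 30 min compound preincubation, 50 min activation, room temperature · Technique – Rh110 fluorescence intensity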
SENP7 block: blocks the human protease SENP7; Q9BQF6; 330,000 compounds, 1.5% hits; AID 434973; inhibition, % at 5 µM; recombinant SENP7, Z-RLRGG-aminoluciferin luminescence, 40 min;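 active means inhibition above about 50% at the single test dose, limit read from the data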;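 further: plate controls were DMSO with enzyme for no effect and no enzyme buffer wells for full effect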
Target sequence (Q9BQF6 706-1050 limits assumed): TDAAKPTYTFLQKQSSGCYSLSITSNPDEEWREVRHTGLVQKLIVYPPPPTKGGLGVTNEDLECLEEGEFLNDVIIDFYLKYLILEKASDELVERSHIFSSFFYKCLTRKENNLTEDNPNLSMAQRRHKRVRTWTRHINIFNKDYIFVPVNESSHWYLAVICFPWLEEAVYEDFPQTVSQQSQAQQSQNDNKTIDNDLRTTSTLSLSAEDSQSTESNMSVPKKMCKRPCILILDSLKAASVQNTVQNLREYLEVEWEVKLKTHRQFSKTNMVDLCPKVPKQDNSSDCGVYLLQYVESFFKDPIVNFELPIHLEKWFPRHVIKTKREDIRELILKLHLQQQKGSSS
SENP8 block-1: blocks the human protease SENP8; inhibition, % at 10 µM; Q96LD8; AID 2540; purified SENP8, Z-RLRGG-aminoluciferin cleavage, luminescence; 330,000 compounds, 1.2% hits; in the data active means inhibition above about 50%
Target sequence (Q96LD8 whole entry, looked up): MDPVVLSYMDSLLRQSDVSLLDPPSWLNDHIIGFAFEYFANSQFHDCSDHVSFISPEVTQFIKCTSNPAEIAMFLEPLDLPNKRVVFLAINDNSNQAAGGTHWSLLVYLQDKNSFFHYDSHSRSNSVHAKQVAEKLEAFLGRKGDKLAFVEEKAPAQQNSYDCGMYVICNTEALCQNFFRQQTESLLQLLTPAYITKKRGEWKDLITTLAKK
PfG6PD inh: PfG6PD (Plasmodium falciparum) enzyme inhibition. PfGluPho enzyme, NADPH resazurin-diaphorase fluorescence. inhibition, % at 20 µM. 350,000 compounds, 0.78% hits;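 active means inhibition reaching at least a set limit at 20 µM in the primary screen, cut at about 59% in these data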;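 further: 0% = DMSO wells with substrate and 100% = DMSO wells lacking glucose-6-phosphate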
SENP1 inh: SENP1 (human) catalytic domain inhibition; inhibition, % at 10 µM; recombinant SENP1 catalytic domain, CyPet-SUMO1-YPet FRET cleavage; Q9P0U3; AID 624204; 360,000 compounds, 0.21% hits;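 active means inhibition at least 30% at 10 µM, raw YFP signal under a set limit, fluorescence ratio 0.5 to 1.5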;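 further: 0% = enzyme with DMSO and 100% = no enzyme wells; some results filed as inactive read as strong as hits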
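System: Recombinant human SENP1 catalytic domain, His6-tagged | Incubation: Enzyme reaction for 50 min at room temperature, dark | Medium: Tris pH 8 with BME, BSA, NP40 and catalase | Also added: 25 nM SUMO1 FRET substrate | Compound: 10 µM single point, 0.5% DMSO | Measured by: FRET fluorescence in CFP and YFP emission channels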
SENP8 block-2: blocks human SENP8 cleavage of Nedd8 substrate; inhibition, % at 20 µM; AID 602440; Q96LD8; 360,000 compounds, 0.64% hits; recombinant SENP8, Nedd8 substrate fluorescence; in the data active means inhibition mostly above about 40%, no sharp cut-off; inactive means mostly below about 27%
HKDC1 inh: inhibitors of human hexokinase HKDC1; 340,000 compounds, 0.16% hits; recombinant HKDC1, G6PDH/diaphorase resazurin coupled fluorescence; inhibition, % at 20 µM; Q2TB90;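 active means inhibition above about 35% when tested at 20 µM, limit read from the data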;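 further: plate controls were DMSO wells with enzyme for no effect and DMSO wells lacking enzyme for full effect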
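Assay system – recombinant HKDC1 (HK5) hexokinase enzyme, produced in-house · Input – HKDC1 at 5 µg/mL · Reagent – glucose plus 1 mM ATP as hexokinase substrates · Timing – 90 min reaction incubation at room temperature, dark · Measured by – G6PDH/diaphorase-coupled fluorescence, 1 mM NADP, 100 µM resazurin, 525/613 nm · Benchmarks – DMSO-enzyme wells negative, buffer-substituted wells positive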
The depositor's hits bear a star; i = inactive; x = not tested or not shown.

SMILES | SENP6 block | Apaf1 inhib | SENP7 block | SENP8 block-1 | PfG6PD inh | SENP1 inh | SENP8 block-2 | HKDC1 inh
N#CCSc1nnc(COc2cccc3ccccc23)n1-c1cccc(Cl)c1 | 7 | 29 | 5 | 6 | 45 | -1 | 26 | 6
CCC1(C(=O)OC)CCc2c(cc(OC)c3ccccc23)C1=O (stereo unspecified) | -11 | -5 | 7 | 7 | 15 | -7 | -471 | 2
C[C@H](CO)N1C[C@H](C)[C@@H](CN(C)S(=O)(=O)c2cn(C)cn2)Oc2c(NS(=O)(=O)c3ccccc3)cccc2C1=O | -2 | -13 | -1 | -7 | -2 | -1 | 7 | -6
O=C(Nc1cccc2nsnc12)c1ccc(-c2ccc(Br)cc2)o1 | 42 | 33 | 4 | -6 | 48 | -29 | -325 | 21
Cc1cccc(N(CC(=O)NCCC2=CCCCC2)S(C)(=O)=O)c1C | 2 | -9 | -4 | -2 | 6 | 0 | 13 | -4
CN1CCN(CC(=O)Nc2nc(-c3ccccc3)cs2)CC1 | -14 | 6 | -15 | -7 | 20 | 2 | 23 | -2
CN(CC(=O)Nc1ccc(OC(F)(F)F)cc1)C(=O)c1ccccc1SCC(=O)N1CCCC1 | x | x | x | x | -3 | 1 | -11 | 0
COC(=O)C1Sc2[nH]c(=O)sc2C2c3ccccc3OC(=O)C12 (stereo unspecified) | 3 | -9 | 4 | -2 | -11 | -12 | 7 | 1
COc1ccc(-n2nc3c(c2NC(=O)c2ccc(Br)cc2)CS(=O)C3)cc1 (stereo unspecified) | -8 | 4 | -2 | 2 | 6 | 2 | 11 | -2
O=C(O)CCC(=O)NCc1cn(-c2ccccc2)nc1-c1cccc(Br)c1 | 5 | 4 | 2 | -9 | 3 | 1 | 1 | 3

Part of the list above in order of molecular weight, high to low.
SMILES | SENP6 block | Apaf1 inhib | SENP7 block | SENP8 block-1 | PfG6PD inh | SENP1 inh | SENP8 block-2 | HKDC1 inh
COc1ccc(-n2nc3c(c2NC(=O)c2ccc(Br)cc2)CS(=O)C3)cc1 (stereo unspecified) | -8 | 4 | -2 | 2 | 6 | 2 | 11 | -2
O=C(O)CCC(=O)NCc1cn(-c2ccccc2)nc1-c1cccc(Br)c1 | 5 | 4 | 2 | -9 | 3 | 1 | 1 | 3
N#CCSc1nnc(COc2cccc3ccccc23)n1-c1cccc(Cl)c1 | 7 | 29 | 5 | 6 | 45 | -1 | 26 | 6
COC(=O)C1Sc2[nH]c(=O)sc2C2c3ccccc3OC(=O)C12 (stereo unspecified) | 3 | -9 | 4 | -2 | -11 | -12 | 7 | 1

One compound at a time, as listed above. Order of values: SENP6 block	Apaf1 inhib	SENP7 block	SENP8 block-1	PfG6PD inh	SENP1 inh	SENP8 block-2	HKDC1 inh
CN1CCN(CC(=O)Nc2nc(-c3ccccc3)cs2)CC1 as listed: -14	6	-15	-7	20	2	23	-2
O=C(Nc1cccc2nsnc12)c1ccc(-c2ccc(Br)cc2)o1 as listed: 42	33	4	-6	48	-29	-325	21
N#CCSc1nnc(COc2cccc3ccccc23)n1-c1cccc(Cl)c1 as listed: 7	29	5	6	45	-1	26	6
Cc1cccc(N(CC(=O)NCCC2=CCCCC2)S(C)(=O)=O)c1C as listed: 2	-9	-4	-2	6	0	13	-4
CN(CC(=O)Nc1ccc(OC(F)(F)F)cc1)C(=O)c1ccccc1SCC(=O)N1CCCC1 as listed: x	x	x	x	-3	1	-11	0

Following part:
SMILES | SENP6 block | Apaf1 inhib | SENP7 block | SENP8 block-1 | PfG6PD inh | SENP1 inh | SENP8 block-2 | HKDC1 inh
Cc1noc(C)c1COc1ccccc1C(=O)Nc1cccc(S(=O)(=O)N(C)C)c1 | -6 | -6 | -4 | -7 | -11 | 0 | 25 | -3
CN(C)S(=O)(=O)c1ccc(Cl)c(NC(=O)CN2CCC(Cc3ccccc3)CC2)c1 | -18 | 22 | -4 | -6 | 12 | 1 | 20 | 16
CCC(=O)N/C(N)=N/c1nc2ccccc2o1 | -43 | -17 | -8 | 0 | -1 | 0 | 23 | -2
CCN(CC)CCNC(=O)c1ccc(NC(=O)C2CC(=O)N(c3ccc4c(c3)OCCO4)C2)cc1 (stereo unspecified) | -21 | 12 | -20 | -2 | -11 | 2 | 12 | -8
Cc1cccc(COc2ccc(/C=C3/C(=O)N(C)C(=S)N3C)cc2)c1 | 1 | 14 | -9 | -4 | 5 | -69 | -24 | -2
S=c1[nH]nc(-c2ccccc2)o1 | 6 | -2 | 2 | -5 | 16 | 2 | -310 | -4
CC1(c2ccc3c(c2)OCO3)NC(=O)N(CC(=O)NCCC2=CCCCC2)C1=O (stereo unspecified) | -16 | 3 | 1 | 7 | 9 | -2 | 12 | 3
CCOC(=O)c1ccc(-c2csc(NC(=O)CN3CCC(C)CC3)n2)cc1 | 10 | 17 | -2 | 3 | -8 | -1 | -94 | -6
C=C(C)CN(CC)C(=O)CN1C(=O)NC2(CCCc3ccccc32)C1=O (stereo unspecified) | -6 | -1 | -1 | 0 | -5 | -1 | -1 | -4
CCC(Sc1nncn1C)C(=O)Nc1nnc(-c2ccccc2Cl)s1 (stereo unspecified) | 9 | 3 | 5 | 5 | -19 | 1 | -76 | 1

Nothing new here: an excerpt of the list.
SMILES | SENP6 block | Apaf1 inhib | SENP7 block | SENP8 block-1 | PfG6PD inh | SENP1 inh | SENP8 block-2 | HKDC1 inh
C=C(C)CN(CC)C(=O)CN1C(=O)NC2(CCCc3ccccc32)C1=O (stereo unspecified) | -6 | -1 | -1 | 0 | -5 | -1 | -1 | -4
CCC(Sc1nncn1C)C(=O)Nc1nnc(-c2ccccc2Cl)s1 (stereo unspecified) | 9 | 3 | 5 | 5 | -19 | 1 | -76 | 1

The list goes on.
SMILES | SENP6 block | Apaf1 inhib | SENP7 block | SENP8 block-1 | PfG6PD inh | SENP1 inh | SENP8 block-2 | HKDC1 inh
Cc1c(C)n(Cc2ccc(F)cc2)c2ccc(C(=O)NCCCN3CCOCC3)cc12 | -8 | 13 | 10 | -7 | 0 | -2 | -29 | -4
Cc1noc(C)c1S(=O)(=O)N1CCC(C(=O)NCCN2CCC(C)CC2)CC1 | -15 | 4 | -2 | -1 | -7 | 1 | 41* | 3
Cn1c(=O)n(C)c2cc(/C=C3/SC(=O)N(CC(=O)N4CCOCC4)C3=O)ccc21 | -17 | 3 | 1 | -6 | 5 | -9 | -48 | -16
COc1ccc([C@@H]2[C@@H]3C(=O)N(C(C)(C)C)C(=O)[C@@H]3[C@]3(Cc4ccccc4)C(=O)N(c4ccc(Br)cc4)C(=O)N23)cc1 | -17 | 10 | -13 | -7 | -6 | 0 | 4 | -6
Cc1ccc(OCCn2c(=S)[nH]c3ccccc32)c(C(C)C)c1 | 16 | 23 | -1 | -2 | 41 | 0 | 13 | 3
Cc1ccccc1OCC(=O)NCCC1=CCCCC1 | -33 | 10 | -2 | -5 | 9 | 2 | 12 | -9
Cc1ccc(N(CC(=O)N2CCc3ccccc32)S(=O)(=O)c2cccs2)cc1 | 0 | -11 | 6 | 2 | 7 | 1 | 14 | -3
COc1ccc(N2CC(C(=O)N/N=C/c3cc([N+](=O)[O-])ccc3O)CC2=O)cc1 (stereo unspecified) | 12 | -318 | 0 | 2 | -43 | -2 | 12 | -7
COc1ccc(N2CCN(Cc3nc4c(c(=O)n(C)c(=O)n4C)n3Cc3ccccc3C)CC2)cc1 | x | x | x | x | 18 | 1 | 8 | 1
CCOc1ccccc1C(=O)Nc1cc2c(cc1N1CCCC1)n(CC)c(=O)n2CC | 7 | 28 | -4 | 0 | 14 | 2 | -20 | -36
O=C(CN1CCN(c2ccc(O)cc2)CC1)Nc1ccccc1C(=O)NCCc1ccccc1 | -28 | 11 | -5 | -17 | 70* | -1 | 5 | 5
COc1ccc(/C=C/C(=O)NC(=S)NCCc2ccc(OC)c(OC)c2)cc1 | -2 | -11 | -7 | -9 | 11 | 0 | 1 | 17
Cc1ccc(OCCNC(=O)CCNS(=O)(=O)c2ccc(C)cc2)cc1 | -25 | i | 14 | -5 | 2 | 0 | 0 | -6
O=C(c1cccc(S(=O)(=O)N2CCOCC2)c1)N1CCN(C/C=C/c2ccccc2)CC1 | -17 | 17 | -8 | -11 | 12 | -1 | 1 | -4
Cc1ccc(C(=O)NC(C)c2ccc(S(N)(=O)=O)cc2)s1 (stereo unspecified) | -8 | 3 | 1 | -1 | 2 | -2 | 11 | -5
COC(=O)c1ccc(-c2ccc(/C=N/NC(=O)CC3(C)OCCCO3)o2)cc1 | 6 | -9 | -4 | 4 | 3 | -2 | -426 | -7
COc1cc(/C=C/C(=O)OCC(=O)Nc2c(C)n(C)n(-c3ccccc3)c2=O)ccc1OCC#N | -8 | -10 | -3 | 3 | -8 | 1 | -164 | -9
COC(=O)c1ccc(-n2nc(C(F)(F)F)c3c2-c2ccoc2CC3)cc1 | -6 | 23 | -15 | -3 | -3 | -6 | -23 | 8
CCO[C@@H]1OC(C(=O)O)=C[C@H](c2csc3ccccc23)[C@H]1CCCO | 12 | -7 | -8 | 4 | -10 | 2 | 12 | -6
CCOc1ccc(-c2cc(C(=O)NCC3CCCO3)c3ccccc3n2)cc1 (stereo unspecified) | -10 | 8 | -2 | -9 | 23 | -1 | -341 | -5
CN(C)CCOC(=O)C12CC3CC(CC(C3)C1)C2 | -16 | -8 | 6 | 7 | 3 | 3 | 26 | -7
CCCCn1c(SCC(N)=O)nnc1-c1cc(OC)c(OC)c(OC)c1 | -14 | -23 | 5 | 3 | x | x | x | x
COCCn1c(N)c(N(Cc2ccccc2)C(=O)c2ccc(-c3ccc(Cl)cc3)o2)c(=O)[nH]c1=O | -1 | 14 | 1 | 1 | 1 | -6 | -86 | 10
Cc1ccc(CNC(=O)[C@H](C)N2C(=O)N3CCc4c([nH]c5ccccc45)[C@@]3(C)C2=O)cc1 | 0 | -1 | -2 | -3 | 3 | 1 | 2 | -6
CCN(CC)c1ccc(C(=O)NNC(=O)CCNC(=O)c2ccccc2)cc1 | -11 | 15 | -6 | -14 | -14 | 2 | -11 | 0
COc1cc(/C=N/NC(=S)NC2CC3CCC2C3)ccc1O (stereo unspecified) | -4 | -2 | 4 | 2 | 19 | -2 | -36 | 1
C=CCNC(=O)CNS(=O)(=O)c1ccc(F)cc1 | -5 | -5 | -16 | 0 | -1 | 1 | 8 | 10
O=C(CN(C(=O)CCC(=O)Nc1nccs1)c1ccc(F)cc1)NCC1CCCO1 (stereo unspecified) | -9 | -15 | -12 | -3 | -4 | 2 | 15 | -2
CN(CC(=O)Nc1ccc(S(=O)(=O)N2CCCC2)cc1)Cc1cccc(Cl)c1Cl | -8 | 21 | 2 | -1 | 4 | -1 | 3 | -7
O=C(COc1ccccc1)N(Cc1ccccc1)c1nc(-c2ccccc2)cs1 | -24 | 8 | -6 | -11 | -16 | 2 | 2 | -3
Cc1cc(N)n2ncc(-c3ccc(F)cc3)c2n1 | -8 | 2 | -3 | -13 | 7 | 1 | i | 0
Clc1ccc(Cn2ncc3c(N4CCOCC4)ncnc32)cc1 | -4 | -17 | 1 | 1 | -16 | -1 | 4 | -1
COc1ccc(CNC(=O)CN(Cc2ccccc2F)C(=O)c2csnn2)cc1 | 5 | 10 | -12 | -10 | -6 | 2 | 8 | -5

Compounds as they come; any-hit rate near 3.6%.
